Bioassay records: PubChem, Broad Institute
Pf Dd2 growth: P. falciparum Dd2 growth inhibition; SYBR Green, 72 h; stronger effect = lower value; activity change, % at 10 µM; 94,000 compounds, 2.3% hits; in the data active = activity change below about -80%
T cruzi growth: T. cruzi proliferation inhibition; T. cruzi beta-gal in NIH3T3, GalScreen luminescence, 90 h; inhibition, % at 8.34 µM; 77,000 compounds, 5.9% hits;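 active = mean inhibition above about 93%, with at least 55% of replicates each passing it, limit read from the data, passing the limit was not always enough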
KDM4C inh: KDM4C (human) demethylase inhibition; Q9H3R0; inhibition, % at 12.5 µM; 96,000 compounds, 0.15% hits; GST-KDM4C 2-372, H3K9me3 peptide, LANCE TR-FRET;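 active = mean replicate inhibition above about 25%, with at least 55% of replicates also reaching it, limit read from the data, passing the limit was not always enough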
Target sequence (Q9H3R0 2-372 limits assumed): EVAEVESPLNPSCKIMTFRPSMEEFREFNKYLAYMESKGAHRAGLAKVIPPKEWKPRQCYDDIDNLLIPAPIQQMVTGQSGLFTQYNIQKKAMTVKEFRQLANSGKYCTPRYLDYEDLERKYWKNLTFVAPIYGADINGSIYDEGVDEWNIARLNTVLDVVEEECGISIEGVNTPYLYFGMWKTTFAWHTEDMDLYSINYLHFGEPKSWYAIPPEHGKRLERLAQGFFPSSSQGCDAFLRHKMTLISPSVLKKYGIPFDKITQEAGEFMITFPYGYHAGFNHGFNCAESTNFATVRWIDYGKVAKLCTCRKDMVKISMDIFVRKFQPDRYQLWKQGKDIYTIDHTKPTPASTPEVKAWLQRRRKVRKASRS
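Test system: N-terminal GST-fused human GASC-1 (KDM4C) fragment, residues 2-372; quantity: GASC-1 enzyme at 10 nM final in reaction; dosing: single dose; schedule: 30 min demethylation and 1 h detection at room temperature; signal: LANCE TR-FRET, excitation 340 nm, emissions 618 and 671 nm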
C diff growth: blocks growth of Clostridium difficile; 86,000 compounds, 0.25% hits; growth activity, negative = inhibition, % at 16 µg/mL (by protocol); Clostridium difficile clinical isolate growth, OD600, 24 h; stronger effect = lower value;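 active = mean growth activity at or below -80% and every replicate also at or below -80%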;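 also: 0% = DMSO wells and -100% = levofloxacin 16 µg/mL wells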
Numbers without * were called inactive; · = not tested or not shown; & = joins results of further samples.

SMILES	Pf Dd2 growth	T cruzi growth	KDM4C inh	C diff growth
CNC[C@@H]1Oc2cc(C#C[C@H](C)O)ccc2S(=O)(=O)N([C@@H](C)CO)C[C@@H]1C	-32.9	17.6	2.6	-3.7
Cc1noc(C)c1S(=O)(=O)N(C)C[C@H]1Oc2ccc(NC(=O)NC(C)C)cc2CC(=O)N([C@@H](C)CO)C[C@H]1C	14.7	12.2	-1.1	0.8
COc1ccc(S(=O)(=O)Nc2cccc3c2O[C@@H](CN(C)C(=O)Nc2ccccc2)[C@@H](C)CN([C@H](C)CO)C3=O)cc1	5.6	11.3	-3.0	-10.4
CC(C)NC(=O)N(C)C[C@H]1OCCCC[C@@H](C)Oc2ccc(NC(=O)Nc3ccc4c(c3)OCO4)cc2C(=O)N([C@@H](C)CO)C[C@H]1C	-18.2	9.5	-0.2	3.4
C[C@@H]1CN([C@H](C)CO)C(=O)c2cc(NC(=O)Nc3cccc4ccccc34)ccc2O[C@@H](C)CCCCO[C@H]1CN(C)C	-57.7	37.3	·	6.5
COc1cccc(C#Cc2ccc([C@@H]3[C@@H](C#N)N[C@@H]3CO)cc2)c1	-57.1	69.1	-1.4	-3.3
CCCN(C)C[C@H]1Oc2ncc(C#CC3CC3)cc2C(=O)N([C@@H](C)CO)C[C@H]1C	-74.3	41.9	0.3	1.1
CC(C)NC(=O)Nc1ccc2c(c1)C(=O)N([C@@H](C)CO)C[C@@H](C)[C@H](CN(C)C(=O)Nc1ccc(F)cc1)OCCCC[C@@H](C)O2	-2.4	20.1	-0.4	0.6
CC(C)NC(=O)N(C)C[C@@H]1OCc2cnnn2CCCC(=O)N([C@@H](C)CO)C[C@H]1C	7.4	-36.5	1.2	·
O=C(C[C@@H]1C=C[C@H](NC(=O)Nc2ccc3c(c2)OCO3)[C@@H](CO)O1)NCc1ccc(Cl)cc1	13.4	5.9	-0.9	·
COc1ccc(S(=O)(=O)Nc2ccc3c(c2)C(=O)N([C@H](C)CO)C[C@@H](C)[C@H](CN(C)C(=O)Nc2c(C)noc2C)O3)cc1	18.9	-11.1	-0.3	-4.3
C[C@@H]1CN([C@H](C)CO)C(=O)c2cc(C#Cc3ccccn3)cnc2O[C@H]1CN(C)CC1CCCC1	45.6	28.2	1.5	·
C[C@H]1CN([C@@H](C)CO)C(=O)c2cc(C#CCN(C)C)cnc2O[C@H]1CN(C)C(=O)Cc1ccccc1	-4.6	·	3.7	-2.9
C[C@@H]1CCCCO[C@@H](CN(C)Cc2ccc(C(F)(F)F)cc2)[C@@H](C)CN([C@H](C)CO)C(=O)c2cc(NS(=O)(=O)c3ccc(Cl)cc3)ccc2O1	-8.4	108.2*	-0.7	-2.1
O=C(C[C@H]1C[C@H]2c3cc(NC(=O)NC4CCCC4)ccc3O[C@H]2[C@@H](CO)O1)NC1CCCCC1	19.1	31.2	-1.0	-8.6
CCC(=O)N1C[C@H](O)COC[C@@H]2O[C@@H](CC(=O)NCc3ccccc3Cl)CC[C@H]21	21.3	·	·	-3.0&-6.0
O=C(C[C@@H]1C[C@H]2c3cc(NC(=O)c4ccc5c(c4)OCO5)ccc3O[C@H]2[C@@H](CO)O1)NCC1CC1	22.7	4.7	-0.2	0.2
C[C@@H]1CN([C@@H](C)CO)C(=O)c2cc(NC(=O)Cc3ccccc3)ccc2O[C@H]1CN(C)Cc1ccc(Cl)c(Cl)c1	7.2	98.5	-1.5	4.3
O=C(C[C@@H]1C=C[C@H](NC(=O)c2ccc(F)cc2)[C@H](CO)O1)NCCc1ccncc1	4.6	-13.1	2.1	·
CCCC#Cc1ccc2c(c1)O[C@@H](CN(C)C(=O)c1cccnc1)[C@@H](C)CN([C@@H](C)CO)S2(=O)=O	-1.9	65.8	0.9	3.3
CN1c2ccc(C3=CCCCC3)cc2[C@@H]2[C@@H](CCN2C(=O)NC2CCCCC2)[C@H]1CO	-59.8	12.2	0.8	11.6
O=C(c1cccc(F)c1)N1CC[C@H]2[C@H](CO)Nc3ccc(C#Cc4cccc(F)c4)cc3[C@H]21	-83.7*	·	-6.5	13.7
COc1ccc(CN2C[C@@H](O)COC[C@H]3O[C@@H](CC(=O)NCc4ccccc4Cl)CC[C@@H]32)cc1	-31.6	43.4	4.0	-1.8&-4.7
COc1ccccc1C(=O)Nc1ccc2c(c1)OC[C@H](C)N(CC1CC1)C[C@@H](C)[C@@H](OC)CN(C)C2=O	·	-42.6	0.6	·
CCc1sc(N2[C@H](C#N)[C@H](c3ccccc3-c3ccccc3)[C@H]2CO)nc1C	8.7	·	0.0	-1.4
CC=Cc1ccc2n(c1=O)C[C@H]1[C@H](CO)[C@@H](C(=O)Nc3ccc(-c4ccccc4)cc3)[C@@H]2N1CC (mixture of isomers)	-16.6	·	-1.4	3.6
COCC(=O)N1CC[C@H]2[C@@H]1c1cc(-c3ccccc3)ccc1N(C)[C@H]2CO	21.7	70.8	1.2	2.1
CCC(=O)N1C[C@H](C)[C@@H](OC)CN(C)C(=O)c2cc(NC(=O)NC(C)C)ccc2OC[C@H]1C	23.0	-7.2	1.3	0.2
COc1ccccc1-c1ccc2c(c1)O[C@@H](CN(C)S(=O)(=O)c1ccc(F)cc1)[C@H](C)CN([C@@H](C)CO)S2(=O)=O	-82.1*	108.0*	-1.4	1.1
COc1ccc(NC(=O)Nc2ccc3c(c2)C(=O)N([C@@H](C)CO)C[C@@H](C)[C@H](CN(C)C(=O)Nc2ccc4c(c2)OCO4)O3)cc1	21.9	3.5	-0.2	-5.9
O=C1CN(S(=O)(=O)Cc2ccccc2)C[C@@H]2[C@@H](c3ccc(C#CCC4CCCC4)cc3)[C@H](CO)N12	-38.4	·	2.4	20.3
C[C@H]1CN([C@@H](C)CO)S(=O)(=O)c2ccc(-c3ccccc3F)cc2O[C@@H]1CN(C)S(C)(=O)=O	14.9	-48.1	·	-10.2
C/C=C/c1ccc([C@H]2[C@@H](CNC(C)C)N(C(=O)c3ccccc3)[C@H]2CO)cc1	-41.1	86.1	-1.6	-4.9
C[C@H]1CN([C@@H](C)CO)C(=O)Cc2cc(NC(=O)c3ccncc3)ccc2O[C@@H]1CN(C)Cc1ccc(C(F)(F)F)cc1	11.9	46.9	0.2	3.0
C[C@@H]1CN([C@@H](C)CO)C(=O)c2c(c3ccccc3n2C)-c2ccccc2CO[C@@H]1CN(C)C(=O)Nc1ccc(-c2ccccc2)cc1	-88.0*	·	-2.4	-5.5
C[C@@H]1CN([C@@H](C)CO)C(=O)c2cc(NS(=O)(=O)c3cn(C)cn3)ccc2O[C@@H](C)CCCCO[C@H]1CN(C)C	25.6	-14.3	·	-4.2

Single records, from the list above. Screens in order: Pf Dd2 growth	T cruzi growth	KDM4C inh	C diff growth
COCC(=O)N1CC[C@H]2[C@@H]1c1cc(-c3ccccc3)ccc1N(C)[C@H]2CO across the screens: 21.7	70.8	1.2	2.1
CC=Cc1ccc2n(c1=O)C[C@H]1[C@H](CO)[C@@H](C(=O)Nc3ccc(-c4ccccc4)cc3)[C@@H]2N1CC (mixture of isomers) across the screens: -16.6	·	-1.4	3.6

(cont.)
SMILES	Pf Dd2 growth	T cruzi growth	KDM4C inh	C diff growth
C[C@H](CO)N1C[C@H](C)[C@@H](CN(C)C)Oc2c(NC(=O)Nc3ccc(F)cc3)cccc2C1=O	-6.0	·	-0.6	18.1&8.7
COc1cccc(S(=O)(=O)N(C)C[C@H]2Oc3cc(Br)ccc3S(=O)(=O)N([C@@H](C)CO)C[C@H]2C)c1	-3.5	·	-5.3	1.3
O=C(C[C@H]1CC[C@@H]2[C@H](COC[C@H](O)CN2S(=O)(=O)c2ccccc2)O1)NCC1CCCCC1	-12.5	26.4	-2.3	·
CC(C)NC(=O)N(C)C[C@@H]1Oc2ncc(C#CC3CCCCC3)cc2C(=O)N([C@H](C)CO)C[C@@H]1C	-17.0	10.5	-2.5	-4.2
O=C(C[C@H]1C[C@H]2c3cc(NC(=O)NC4CCCC4)ccc3O[C@H]2[C@H](CO)O1)NCc1ccc(Oc2ccccc2)cc1	-20.7	·	-3.0	1.4
COc1ccc(C(=O)Nc2ccc3c(c2)OC[C@@H](C)N(C)C[C@@H](C)[C@H](OC)CN(C)C3=O)cc1	·	8.2	0.7	-1.0
O=C(N[C@@H]1CC[C@H](CCNC(=O)C2CCCCC2)O[C@H]1CO)c1ccncc1	14.9	31.8	1.2	5.2
CCCC(=O)N1CCC2(CC1)CN(C(=O)c1ccc(F)cc1)[C@H](CO)c1[nH]c3cc(OC)ccc3c12	-44.2	·	-1.5	8.2
CCC(=O)N(C)C[C@H]1Oc2ncc(-c3ccc(C(=O)N(C)C)cc3)cc2C(=O)N([C@@H](C)CO)C[C@@H]1C	18.9	64.1	-0.3	-0.4
CO[C@@H]1CN(C)C(=O)c2ccc(NC(=O)C3CC3)cc2OC[C@@H](C)N(CC2CCOCC2)C[C@H]1C	-14.4	59.1	2.2	-1.5
C[C@@H]1CN([C@H](C)CO)C(=O)c2cc(C#CC3CCCCC3)cnc2O[C@@H]1CN(C)Cc1ccncc1	-19.9	30.6	0.3	·
CO[C@H]1CN(C)C(=O)c2cc(NC(C)=O)ccc2OC[C@@H](C)N(Cc2cc(F)ccc2F)C[C@H]1C	-22.7	14.6	0.1	·
C[C@H](NC(=O)C[C@@H]1C[C@H]2c3cc(NC(=O)CC4CC4)ccc3O[C@H]2[C@H](CO)O1)c1ccccc1	15.7	34.4	4.8	-1.2
CO[C@@H]1CN(C)C(=O)c2cc(NC(=O)Nc3cc(F)ccc3F)ccc2OC[C@@H](C)N(C(=O)c2ccccn2)C[C@@H]1C	9.8	44.3	-2.9	-7.6
C[C@H]1CCCCO[C@@H](CN(C)Cc2ccccc2)[C@@H](C)CN([C@@H](C)CO)C(=O)c2cc(NC(=O)Nc3ccc(F)cc3)ccc2O1	-86.0*	84.5	-2.7	5.1
O=C(Nc1ccc(C(F)(F)F)cc1)Nc1ccc2c(c1)[C@H]1C[C@@H](CC(=O)N3CCc4ccccc4C3)O[C@@H](CO)[C@H]1O2	-66.5	93.0	-0.7	3.9
COC(=O)C[C@H]1CC[C@@H]2[C@@H](COc3ccc(NC(=O)c4cnccn4)cc3C(=O)N2C)O1	-3.0	-3.2	3.4	0.4
Cc1noc(C)c1NC(=O)Nc1ccc2c(c1)C(=O)N([C@@H](C)CO)C[C@@H](C)[C@@H](CN(C)C(=O)NC1CCCCC1)OCCCC[C@H](C)O2	20.8	·	-2.2	-0.5
COc1ccc(NC(=O)N(C)C[C@@H]2OCCCC[C@@H](C)Oc3ccc(NS(=O)(=O)c4ccc(Cl)cc4)cc3C(=O)N([C@@H](C)CO)C[C@@H]2C)cc1	-45.6	39.1	-0.9	3.6
C/C=C/c1ccc(C2[C@@H]3CN(S(=O)(=O)c4ccc(F)cc4)C[C@H]2N3)cc1 (stereo partly specified)	-57.5	·	-0.2	17.1
O=C(NCc1ccncc1)[C@H]1[C@H](CO)[C@H]2Cn3c(ccc(-c4cccnc4)c3=O)[C@H]2N1C(=O)C1CC1	9.5	2.4	-0.1	-0.8
C[C@@H]1CN([C@H](C)CO)C(=O)c2cc(C#C[C@@H](C)O)cnc2O[C@H]1CN(C)Cc1ccccn1	20.7	-59.0	1.8	1.6
C[C@@H]1CN([C@@H](C)CO)C(=O)c2cccc(NC(=O)Nc3ccc(F)cc3)c2O[C@H]1CN(C)S(=O)(=O)c1ccccc1	-4.0	16.8	1.5	-6.2
C[C@@H]1CN([C@@H](C)CO)C(=O)c2cc(NC(=O)Nc3ccc(C(F)(F)F)cc3)ccc2O[C@H]1CN(C)S(=O)(=O)c1ccc(F)cc1	-23.2	12.5	2.2	-3.8
CNC[C@H]1OCc2cnnn2CCCC(=O)N([C@H](C)CO)C[C@@H]1C	3.9&0.0	4.1&-90.9	0.7	-6.6&-4.7
O=C(c1cccc(F)c1)N1CC(=O)N2[C@H](CO)[C@@H](c3ccc(C#Cc4ccc(F)cc4)cc3)[C@@H]2C1	-40.5	·	0.5	-2.5
C[C@@H]1CN([C@H](C)CO)C(=O)c2cc(NC(=O)Nc3ccc(F)cc3)ccc2O[C@@H]1CN(C)S(=O)(=O)c1ccc(Cl)cc1	6.9	27.9	-2.5	1.7
O=C(NC[C@H]1[C@@H](c2ccccc2)[C@@H](CO)N1Cc1ccccn1)C1CCC1	-13.6	84.8	1.4	-2.9
C[C@@H]1CN([C@H](C)CO)C(=O)c2cccc(N(C)C)c2O[C@H]1CN(C)S(=O)(=O)c1ccccc1	-3.5	13.3	-0.6	-0.2
CN1c2ccc(-c3cccc(F)c3)cc2[C@H]2[C@H](CCN2C(=O)C2CC2)[C@@H]1CO	-7.6	117.0*	9.9	-5.2

Four entries out of the list, arranged by molecular weight, high to low.
SMILES	Pf Dd2 growth	T cruzi growth	KDM4C inh	C diff growth
CC(C)NC(=O)Nc1ccc2c(c1)C(=O)N([C@@H](C)CO)C[C@@H](C)[C@H](CN(C)C(=O)Nc1ccc(F)cc1)OCCCC[C@@H](C)O2	-2.4	20.1	-0.4	0.6
COc1cccc(S(=O)(=O)N(C)C[C@H]2Oc3cc(Br)ccc3S(=O)(=O)N([C@@H](C)CO)C[C@H]2C)c1	-3.5	·	-5.3	1.3
C[C@H](CO)N1C[C@H](C)[C@@H](CN(C)C)Oc2c(NC(=O)Nc3ccc(F)cc3)cccc2C1=O	-6.0	·	-0.6	18.1&8.7
CCCN(C)C[C@H]1Oc2ncc(C#CC3CC3)cc2C(=O)N([C@@H](C)CO)C[C@H]1C	-74.3	41.9	0.3	1.1

No enrichment for hits; any-hit rate near 6.7%.
